# Screens (PubChem)
# C diff growth = inhibitors of Clostridium difficile growth. Clostridium difficile clinical isolate growth, OD600, 24 h; hits give low values. growth activity, negative = inhibition, % at 16 µg/mL (by protocol). 0.25% of 86,000 active. AID 1259249;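 active means mean growth activity at or below -80% and every replicate also at or below -80%; inconclusive means mean at or below -80% but some replicate above -80%; inactive means mean growth activity above -80%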;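 further: 0% = DMSO wells and -100% = levofloxacin 16 µg/mL wells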
# GASC1 inh = inhibitors of human demethylase GASC-1 KDM4C; Q9H3R0; GST-KDM4C 2-372, H3K9me3 peptide, LANCE TR-FRET; inhibition, % at 12.5 µM; 0.15% of 96,000 active; AID 720574;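 active means mean replicate inhibition above about 25%, with at least 55% of replicates also reaching it, limit read from the data, passing the limit was not always enough; inconclusive means only one of those two conditions met; inactive means neither condition met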
# Target sequence (Q9H3R0 2-372 limits assumed): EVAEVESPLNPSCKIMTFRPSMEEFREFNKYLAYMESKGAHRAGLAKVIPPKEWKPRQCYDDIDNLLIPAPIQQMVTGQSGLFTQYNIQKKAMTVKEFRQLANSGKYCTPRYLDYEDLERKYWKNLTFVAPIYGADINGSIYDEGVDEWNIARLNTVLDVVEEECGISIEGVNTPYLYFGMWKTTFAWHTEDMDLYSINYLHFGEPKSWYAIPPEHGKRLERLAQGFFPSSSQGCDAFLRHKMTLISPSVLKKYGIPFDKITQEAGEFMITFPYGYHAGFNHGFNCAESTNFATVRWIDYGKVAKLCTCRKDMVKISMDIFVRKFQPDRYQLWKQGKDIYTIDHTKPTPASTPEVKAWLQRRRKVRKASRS
#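 Test system – GST-tagged GASC-1 (JMJD2C) catalytic fragment, aa 2-372 · Medium – HEPES buffer, pH 7.5, plus ascorbate · Reagent – H3K9me3 peptide with Fe(II)/2OG · Compound – one test concentration per compound · Timing – 30 min reaction, 60 min detection, RT · Technique – TR-FRET with Eu antibody and ULight streptavidin, EDTA stop · Read-out basis – inhibition from TR-FRET ratio decrease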
# Pf Dd2 growth = blocks growth of Plasmodium falciparum Dd2 parasites. 2.3% of 94,000 active. P. falciparum Dd2 growth, SYBR Green, 72 h; hits give low values. AID 1159554. activity change, % at 10 µM; in the data active means activity change below about -80%; inconclusive means no clear call, values can overlap the other calls
# Tcruzi prolif = inhibitors of T. cruzi proliferation. inhibition, % at 8.34 µM. 5.9% of 77,000 active. T. cruzi beta-gal in NIH3T3, GalScreen luminescence, 90 h;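 active means mean inhibition above about 93%, with at least 55% of replicates each passing it, limit read from the data, passing the limit was not always enough; inconclusive means only one of those two conditions holds; inactive means neither condition holds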
# Active calls of the source: *; i = inactive; ? = inconclusive; nt = no result given.
structure,C diff growth,GASC1 inh,Pf Dd2 growth,Tcruzi prolif
CCC(=O)N(C)C[C@@H]1Oc2ncc(C#Cc3ccccc3OC)cc2C(=O)N([C@@H](C)CO)C[C@H]1C,1,-2.7,-17,77
Cc1noc(C)c1NC(=O)N(C)C[C@@H]1OCCCC[C@H](C)Oc2ccc(NC(=O)NC(C)C)cc2C(=O)N([C@@H](C)CO)C[C@H]1C,1,-0.8,39,nt
C[C@H](CO)N1C[C@H](C)[C@H](CN(C)C(=O)Cc2ccncc2)Oc2cc(C#CC3CC3)ccc2S1(=O)=O,2,2.3,-31,79
CCCC(=O)Nc1ccc2c(c1)C(=O)N(C)C[C@H](OC)[C@@H](C)CN(C(=O)c1cnccn1)[C@@H](C)CO2,1,0.3,39,19
COc1ccc(S(=O)(=O)N(C)C[C@H]2OCCCC[C@H](C)Oc3ccc(NS(=O)(=O)c4c(C)noc4C)cc3C(=O)N([C@@H](C)CO)C[C@@H]2C)cc1,-5,nt,-49,23
COc1cccc(NC(=O)N2C[C@@H](O)COC[C@H]3O[C@@H](CC(=O)NC4CCCC4)CC[C@@H]32)c1,nt,-0.8,2,23
CCCNC(=O)N(C)C[C@H]1Oc2ncc(-c3ccc(C(=O)N(C)C)cc3)cc2C(=O)N([C@H](C)CO)C[C@H]1C,12,1.4,5,nt
C/C=C/c1ccc2c(c1)O[C@@H](CN(C)C(=O)Nc1ccc(F)cc1)[C@@H](C)CN([C@H](C)CO)S2(=O)=O,8,-1.1,-16,6
COc1cccc(-c2ccc3n(c2=O)C[C@H]2N[C@@H]3[C@@H](C(=O)N3CCCCC3)[C@@H]2CO)c1,1,0.9,16,3
C[C@@H]1CN([C@@H](C)CO)C(=O)c2cc(NC(=O)C3CCCCC3)ccc2O[C@H]1CN(C)S(=O)(=O)c1cn(C)cn1,3,0.4,13,-20

# Going on with the list:
structure,C diff growth,GASC1 inh,Pf Dd2 growth,Tcruzi prolif
CC(=O)N(C)C[C@@H]1OCc2ccccc2-c2ccccc2C(=O)N([C@@H](C)CO)C[C@H]1C,-5,1.3,12,-39
CN(C)CC#Cc1ccc([C@@H]2[C@@H](CO)N3CCCCN(S(=O)(=O)c4ccccc4F)C[C@H]23)cc1,9,2.4,-4,111*
COc1cc(CN2CC3(CCN(S(=O)(=O)c4cn(C)cn4)CC3)c3c(n(C)c4cc(OC)ccc34)[C@@H]2CO)cc(OC)c1,-4,-0.8,-5,nt
O=C(Nc1ccc2c(c1)OCO2)N1[C@@H]2CNC[C@H]1C2c1ccc(/C=C/c2ccccc2)cc1 (some centres not stated),34,1.9,-70,nt
C[C@H]1CN([C@@H](C)CO)C(=O)c2cc(NC(=O)CCCN(C)C)ccc2O[C@H]1CN(C)C,1,-3.1,4,nt
C[C@@H]1CN([C@H](C)CO)C(=O)c2cc(NC(=O)C3CCCCC3)ccc2O[C@@H]1CN(C)S(=O)(=O)c1ccccc1,-5,-0.8,16,0
Cc1cccc(-c2ccc([C@@H]3[C@@H](CO)N4CCCCN(S(=O)(=O)c5cn(C)cn5)C[C@@H]34)cc2)c1,1,-0.5,-1,?
C[C@H](CO)N1C[C@H](C)[C@@H](CN(C)S(=O)(=O)c2cccs2)OCCCC[C@H](C)Oc2ccc(NS(=O)(=O)c3ccc(Cl)cc3)cc2C1=O,5,-0.5,-30,102
Cc1ccccc1S(=O)(=O)N1CCCCN2[C@H](C1)[C@@H](c1ccc(C#CCN(C)C)cc1)[C@@H]2CO,-3,0.3,2,38
COc1ccccc1NC(=O)N1[C@@H](C#N)[C@H](c2ccccc2)[C@@H]1CO,-6,0.4,22,10

# The results go on.
structure,C diff growth,GASC1 inh,Pf Dd2 growth,Tcruzi prolif
C[C@H](O)C#Cc1cnc2c(c1)C(=O)N([C@H](C)CO)C[C@H](C)[C@H](CN(C)Cc1ccccn1)O2,2,0.2,-16,-8
C[C@@H]1CN([C@H](C)CO)C(=O)c2cc(C#CC3(O)CCCC3)cnc2O[C@H]1CN(C)C(=O)C1CCCCC1,-1,14,-7,86
CC(C)NC(=O)N1[C@H](CO)[C@H]2c3ccccc3N(C(=O)Nc3ccccc3)C[C@H]21,-5,2.8,-6,-39
COc1ccc(-c2ccc3c(c2)[C@@H]2[C@@H](CCN2S(=O)(=O)c2ccc(F)cc2)[C@H](CO)N3C)cc1,4,-1.3,-42,nt
COc1ccc(NC(=O)N(C)C[C@H]2Oc3c(NC(=O)Nc4ccccc4)cccc3C(=O)N([C@@H](C)CO)C[C@@H]2C)cc1,1,7.0,-3,23
CN1CCN(C(=O)C[C@H]2C[C@@H]3c4cc(NS(=O)(=O)c5ccc(F)cc5)ccc4O[C@@H]3[C@@H](CO)O2)CC1,-5,-2.1,-2,i
O=C(Nc1ccc2c(c1)[C@@H]1C[C@@H](CC(=O)N3CCOCC3)O[C@H](CO)[C@@H]1O2)NC1CCCC1,5,-2.4,7,-6
CC(C)NC(=O)N1CCCCN2[C@H](C1)[C@@H](c1ccc(C#Cc3ccccc3F)cc1)[C@@H]2CO,4,-0.6,-28,89
O=C(C[C@H]1C[C@@H]2c3cc(NC(=O)C4CCC4)ccc3O[C@@H]2[C@H](CO)O1)NC1CCCCC1,-3,0.1,12,nt
CO[C@H]1CN(C)C(=O)c2cc(NC(=O)C3CC3)ccc2OC[C@H](C)N(C(=O)C2CCOCC2)C[C@@H]1C,-2,1.2,21,19

# More records follow.
structure,C diff growth,GASC1 inh,Pf Dd2 growth,Tcruzi prolif
CC(=O)N1[C@H](CO)[C@H](c2ccccc2)C12CN(S(=O)(=O)c1ccccc1)C2,2,12,15,nt
C[C@@H]1CN([C@@H](C)CO)C(=O)c2cc(NC(=O)Cc3cn(C)c4ccccc34)ccc2O[C@H]1CN(C)C(=O)Nc1cccc2ccccc12,nt,-2.1,-56,1
C[C@@H]1CN([C@H](C)CO)C(=O)c2cc(NC(=O)Nc3cccc4ccccc34)ccc2O[C@@H]1CN(C)S(=O)(=O)c1ccc(Cl)cc1,-2,-2.6,16,98*
COc1ccc(NC(=O)N(C)C[C@@H]2Oc3ccc(NC(=O)CCC(F)(F)F)cc3CC(=O)N([C@H](C)CO)C[C@H]2C)cc1,-1,-0.8,-1,-4
C[C@H]1CCCCO[C@H](CN(C)S(=O)(=O)c2ccc(F)cc2)[C@@H](C)CN([C@@H](C)CO)C(=O)c2cc(NS(=O)(=O)c3ccc(Cl)cc3)ccc2O1,-9,-1.4,-67,99*
C[C@@H]1CN([C@@H](C)CO)C(=O)c2cc(NC(=O)CCC(F)(F)F)ccc2O[C@@H]1CN(C)Cc1ccc(C(=O)O)cc1,-3,1.0,5,11
C[C@@H]1CN([C@H](C)CO)C(=O)Cc2cc(NC(=O)Cc3cn(C)c4ccccc34)ccc2O[C@H]1CN(C)C(=O)Nc1cccc2ccccc12,2,-0.7,-21,20
CCCC(=O)Nc1ccc2c(c1)OC[C@@H](C)N(Cc1ccc(-c3ccccn3)cc1)C[C@H](C)[C@H](OC)CN(C)C2=O,-5,-1.1,-50,56
CN(C)CC(=O)N1[C@H](CO)[C@@H](c2ccc(C#CC3CCCC3)cc2)[C@@H]1C#N,6,3.3,6,9
CN1C(=O)c2cc(NC(=O)c3ccc(F)cc3)ccc2OC[C@H]2O[C@@H](CC(=O)NC3CCC3)CC[C@H]21,13,-1.7,-20,11

# Additional results
structure,C diff growth,GASC1 inh,Pf Dd2 growth,Tcruzi prolif
C[C@@H]1CN([C@@H](C)CO)C(=O)CCCn2nncc2CO[C@@H]1CN(C)S(=O)(=O)c1ccc(Oc2ccccc2)nc1,nt,nt,-17,23
C[C@@H]1CCCCO[C@@H](CN(C)S(C)(=O)=O)[C@H](C)CN([C@@H](C)CO)C(=O)c2cc(NC(=O)Nc3ccc(F)cc3)ccc2O1,-1,1.2,7,40
C[C@@H]1CN([C@@H](C)CO)C(=O)c2cc(-c3ccc(C(=O)N(C)C)cc3)cnc2O[C@H]1CN(C)C,-3,0.3,24,26
CC(C)NC(=O)Nc1cccc2c1O[C@H](CN(C)Cc1ccc(-c3ccccc3)cc1)[C@H](C)CN([C@H](C)CO)C2=O,1,5.1,-17,-29
C[C@H]1CN([C@@H](C)CO)C(=O)c2cccc(NS(C)(=O)=O)c2O[C@@H]1CN(C)C(=O)Nc1cccc2ccccc12,1,2.2,5,-5
Cc1ccc(S(=O)(=O)N(C)C[C@@H]2Oc3cc(Br)ccc3S(=O)(=O)N([C@H](C)CO)C[C@@H]2C)cc1,1,-0.3,-14,nt
COc1cccc(S(=O)(=O)N2CCC3(CC2)CN(C(=O)Nc2cccc(F)c2)[C@@H](CO)c2[nH]c4cc(OC)ccc4c23)c1,0,-1.8,-64,nt
CNC[C@H]1Oc2ccc(NC(=O)Cc3cn(C)c4ccccc34)cc2CC(=O)N([C@H](C)CO)C[C@H]1C,1,-0.1,6,2
CCC(=O)N(C)C[C@H]1Oc2cc(C#CCOC)ccc2S(=O)(=O)N([C@@H](C)CO)C[C@H]1C,9,-0.5,14,60
COc1ccc(S(=O)(=O)Nc2ccc3c(c2)C(=O)N([C@@H](C)CO)C[C@@H](C)[C@H](CN(C)C(=O)Nc2ccccc2)O3)cc1,-8,0.5,14,-5

# Going on with the list:
structure,C diff growth,GASC1 inh,Pf Dd2 growth,Tcruzi prolif
COc1ccc2c3c(n(C)c2c1)[C@@H](CO)N(CC1CCOCC1)CC31CN(C(C)=O)C1,2,1.7,-11,nt
COc1cccc(CNC(=O)[C@H]2N[C@H]3c4ccc(/C=C/c5ccccc5)c(=O)n4C[C@H]3[C@@H]2CO)c1,1,-1.0,2,22
O=C(C[C@H]1CC[C@H](NC(=O)Nc2ccc3c(c2)OCO3)[C@H](CO)O1)NCc1ccc(Cl)cc1,2,18,17,-63
CC(C)C#Cc1ccc2c(c1)O[C@H](CN(C)C(=O)Nc1ccccc1)[C@H](C)CN([C@H](C)CO)S2(=O)=O,10,-1.0,-32,nt
COC(=O)C[C@@H]1CC[C@@H]2[C@@H](COc3ccc(NC(=O)Nc4c(C)noc4C)cc3C(=O)N2C)O1,1,2.5,1,1
COc1ccc(S(=O)(=O)N(C)C[C@@H]2OCCCC[C@H](C)Oc3ccc(NC(=O)Nc4cccc5ccccc45)cc3C(=O)N([C@H](C)CO)C[C@H]2C)cc1,1,-1.5,-86*,12
CCC(=O)N(C)C[C@H]1Oc2cc(-c3ccc(OC)cc3)ccc2S(=O)(=O)N([C@H](C)CO)C[C@H]1C,-3,-1.0,10,nt
N#C[C@@H]1[C@H](c2ccccc2-c2cccc(F)c2)[C@@H](CO)N1C(=O)CN1CCOCC1,-6,1.4,-11,nt
Cn1cnc(S(=O)(=O)N[C@H]2CC[C@@H](CC(=O)Nc3ccccc3)O[C@@H]2CO)c1,-1,-1.2,nt,nt
C[C@H]1CN([C@@H](C)CO)C(=O)Cc2cc(NS(C)(=O)=O)ccc2O[C@H]1CN(C)C(=O)NC1CCCCC1,1,5.0,12,32
CN1C(=O)c2cc(NC(=O)C3CCCCC3)ccc2OC[C@H]2O[C@H](CC(=O)NCC3CCCCC3)CC[C@@H]21,18,-0.2,-26,nt
Cc1cc(C(=O)Nc2cccc3c2O[C@H](CN(C)C(=O)Nc2ccccc2)[C@H](C)CN([C@H](C)CO)C3=O)n(C)n1,-5,-3.7,-1,35
CO[C@@H]1CN(C)C(=O)c2cc(NC(=O)c3ccc(F)cc3)ccc2OC[C@H](C)N(C(=O)c2ccc(F)cc2)C[C@H]1C,nt,1.2,-43,-4

# Another view of some results above.
# Second line of a record: C diff growth | GASC1 inh | Pf Dd2 growth | Tcruzi prolif
- COc1ccc(S(=O)(=O)N(C)C[C@@H]2OCCCC[C@H](C)Oc3ccc(NC(=O)Nc4cccc5ccccc45)cc3C(=O)N([C@H](C)CO)C[C@H]2C)cc1
 : 1 | -1.5 | -86* | 12
- CCC(=O)N(C)C[C@H]1Oc2cc(-c3ccc(OC)cc3)ccc2S(=O)(=O)N([C@H](C)CO)C[C@H]1C
 : -3 | -1.0 | 10 | nt
- N#C[C@@H]1[C@H](c2ccccc2-c2cccc(F)c2)[C@@H](CO)N1C(=O)CN1CCOCC1
 : -6 | 1.4 | -11 | nt
- Cn1cnc(S(=O)(=O)N[C@H]2CC[C@@H](CC(=O)Nc3ccccc3)O[C@@H]2CO)c1
 : -1 | -1.2 | nt | nt
- C[C@H]1CN([C@@H](C)CO)C(=O)Cc2cc(NS(C)(=O)=O)ccc2O[C@H]1CN(C)C(=O)NC1CCCCC1
 : 1 | 5.0 | 12 | 32
- CN1C(=O)c2cc(NC(=O)C3CCCCC3)ccc2OC[C@H]2O[C@H](CC(=O)NCC3CCCCC3)CC[C@@H]21
 : 18 | -0.2 | -26 | nt
- Cc1cc(C(=O)Nc2cccc3c2O[C@H](CN(C)C(=O)Nc2ccccc2)[C@H](C)CN([C@H](C)CO)C3=O)n(C)n1
 : -5 | -3.7 | -1 | 35
- CO[C@@H]1CN(C)C(=O)c2cc(NC(=O)c3ccc(F)cc3)ccc2OC[C@H](C)N(C(=O)c2ccc(F)cc2)C[C@H]1C
 : nt | 1.2 | -43 | -4
